Screening results (PubChem)
M1 PAM = human M1 muscarinic receptor positive allosteric modulators, primary screen, CHO-K1 cells, Fluo-8 calcium fluorescence, 1536-well; activation, % at 3 µM; 360,000 compounds, 0.088% hits; AID 588819, 2011; Muscarinic acetylcholine receptor M1 (Homo sapiens), P11229; CHO-K1 hM1, ACh EC20; 0% = ACh EC20, 100% = maximal ACh; in the data active = activation above about 19%, passing the limit was not always enough
CHRM1 agonist = human M1 muscarinic receptor agonists, primary screen, Fluo-8 calcium fluorescence, CHO-K1 cells, HTS | Muscarinic acetylcholine receptor M1 (Homo sapiens), P11229 | CHO-K1 hM1, agonist mode; 0% DMSO, 100% acetylcholine EC100 | 360,000 compounds, 0.33% hits | activation, % at 3 µM | AID 588814, 2011;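 active = activation above the run's mean compound activation plus 3 SD, cut at about 16% in these data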;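 also: peak over basal fluorescence ratio within a 140 s kinetic read after compound addition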
CHRM4 agonist = human M4 muscarinic receptor agonists, primary screen, CHO-K1 cells, Fluo-8 calcium fluorescence; activation, % at 3 µM; AID 624127, 2012; CHO-K1 hM4/Gqi5; vehicle 0%, full acetylcholine response 100%; 360,000 compounds, 0.14% hits;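 active = activation above the run mean over all test wells plus 3 SD, cut at about 32% in these data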;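 also: peak over basal fluorescence ratio per well then scaled between controls; 0% = DMSO wells and 100% = acetylcholine at EC100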
Target sequence (P08173 whole entry, looked up): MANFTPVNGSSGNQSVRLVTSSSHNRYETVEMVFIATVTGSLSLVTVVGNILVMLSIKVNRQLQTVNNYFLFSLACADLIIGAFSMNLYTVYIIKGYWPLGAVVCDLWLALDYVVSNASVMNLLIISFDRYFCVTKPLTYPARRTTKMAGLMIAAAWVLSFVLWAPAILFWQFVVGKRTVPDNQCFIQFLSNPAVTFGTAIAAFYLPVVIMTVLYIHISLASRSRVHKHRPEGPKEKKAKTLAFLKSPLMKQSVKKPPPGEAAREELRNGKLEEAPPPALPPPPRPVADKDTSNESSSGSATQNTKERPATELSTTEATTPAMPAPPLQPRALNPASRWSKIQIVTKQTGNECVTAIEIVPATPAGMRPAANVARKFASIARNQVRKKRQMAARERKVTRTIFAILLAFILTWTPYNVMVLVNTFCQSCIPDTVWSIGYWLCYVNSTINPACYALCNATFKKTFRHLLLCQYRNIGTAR
M1 antag = human M1 muscarinic receptor antagonists, primary screen, CHO-K1 cells, Fluo-8 calcium fluorescence, 1536-well; 360,000 compounds, 1.3% hits; inhibition, % at 3 µM; CHO-K1 hM1, ACh EC80 antagonist;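 active = percent inhibition above its own plate's cutoff, namely the mean of that plate's compound wells plus 3 SD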;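 also: peak over basal fluorescence ratio during 140 s after agonist addition; 0% = ACh EC80 plus DMSO and 100% = DMSO alone without agonist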
CHO parental Ca = ATP-evoked calcium signal inhibitors, parental CHO, primary screen, counter-screen for OX1R antagonist project, cell-based, fluorescence, Fluo-8 calcium dye; inhibition, % at 5.6 µM; parental CHO-K1, ATP-induced calcium, Fluo-8 fluorescence; 330,000 compounds, 0.63% hits;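 active = inhibition above that plate's mean sample inhibition plus 3 SD, cut at about 26% in these data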;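 also: 0% = ATP-challenged DMSO wells and 100% = DMSO wells without ATP; some compounds past the cut are filed as inactive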
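Material: parental CHO cells / Compound: single nominal dose of 5.6 µM per compound / Signal: Fluo-8 fluorescence / Replicates: singlicate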
OXTR potentiator = human OXTR potentiators, primary screen, fluorescence, CHO-OTR cells, Fluo-8 calcium; 320,000 compounds, 0.061% hits; activation, % at 3 µM; Oxytocin receptor (Homo sapiens), P30559; Fluo-8 calcium fluorescence, potentiator mode; 0% = oxytocin EC15, 100% = EC100;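 active = activation above that plate's cutoff, the mean activation of tested compounds plus 3 SD, cut at about 6.6% in these data, passing the limit was not always enough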;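 also: 100% uses oxytocin at 75 nM as the full agonist control; some results filed as inactive read as strong as hits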
Target sequence (P30559 whole entry, looked up): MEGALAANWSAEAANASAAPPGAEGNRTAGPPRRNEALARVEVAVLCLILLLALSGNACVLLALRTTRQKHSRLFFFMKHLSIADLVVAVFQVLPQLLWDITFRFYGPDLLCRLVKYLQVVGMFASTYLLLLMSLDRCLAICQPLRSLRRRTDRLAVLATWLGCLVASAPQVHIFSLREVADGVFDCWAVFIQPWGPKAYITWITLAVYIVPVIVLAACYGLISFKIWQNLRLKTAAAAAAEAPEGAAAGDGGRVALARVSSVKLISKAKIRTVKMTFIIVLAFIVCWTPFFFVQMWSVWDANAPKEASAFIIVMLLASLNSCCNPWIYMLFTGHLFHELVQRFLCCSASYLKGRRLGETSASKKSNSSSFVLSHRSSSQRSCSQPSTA
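Measured by – Fluo-8 calcium dye fluorescence · Test system – human OTR in CHO cells · Dosing – one concentration, 3.0 µM compound · Controls – EC15 oxytocin alone as 0%, 75 nM oxytocin as 100% · Evaluation – normalized max/min fluorescence ratio, % activation · Timing – 6 min pre-incubation, 100 s read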
CHRM4 antagonist = human M4 muscarinic receptor antagonists, primary screen, CHO cells, Fluo-8 calcium fluorescence; 360,000 compounds, 0.73% hits; Muscarinic acetylcholine receptor M4 (Homo sapiens), P08173; inhibition, % at 3 µM; CHO-hM4 cells, ACh EC80;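 active = inhibition above its plate's cutoff, the mean inhibition of sample wells plus 3 SD, cut at about 27% in these data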;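 also: 0% = acetylcholine EC80 with DMSO and 100% = DMSO without agonist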
CHO-K1 Ca antag = nonselective inhibitor or artifact in parental CHO-K1 cells. inhibition, % at 3 µM. 360,000 compounds, 0.6% hits. AID 602250. ATP-induced calcium, Fluo-8 fluorescence;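 active = inhibition above a per-plate cutoff, the plate's mean sample inhibition plus 3 SD, cut at about 24% in these data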;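 also: 0% = DMSO plus EC80 ATP and 100% = DMSO alone without ATP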
M1 ag parental = counter-screen for M1 agonists: effect in parental CHO-K1 cells. Fluo-8 calcium fluorescence; scaled to maximal ATP response, vehicle zero. activation, % at 3 µM. 360,000 compounds, 0.48% hits. AID 602248, 2012; in the data active = activation above about 15%;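 also: untransfected CHO-K1 host cells lacking M1 receptor as counterscreen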
* marks the source's active call; other numbers are inactive results; . = no result given.

SMILES | M1 PAM | CHRM1 agonist | CHRM4 agonist | M1 antag | CHO parental Ca | OXTR potentiator | CHRM4 antagonist | CHO-K1 Ca antag | M1 ag parental
Clc1cc(Cl)c(Cl)cc1Cl | 4 | -1 | 0 | -5 | -9 | 6 | -6 | -14 | 0.1
CC(=O)Nc1ccc(C2Nc3ccccc3C(=O)N2C2CCCCC2)cc1 (stereo not given) | 3 | -6 | 0 | -1 | -13 | 0 | 1 | 17 | -0.3
O=c1cc(NS(=O)(=O)c2ccccc2)nc(SCc2ccc(Cl)cc2)[nH]1 | -5 | -2 | 1 | 3 | -5 | -3 | -16 | -13 | 1.4
COc1ccc(-c2cn3nc(SCC(=O)NC4CCCCC4)ccc3n2)cc1 | 1 | -3 | 1 | -5 | -11 | -7 | -10 | -10 | 0.6
CSc1ccc(/C=C/C(=O)N2CCCN(C)CC2)cc1 | 2 | -5 | 1 | 2 | -25 | -33 | -3 | 12 | 0.0
Cc1nc2ccc(Cl)cn2c1C(=O)NN | 4 | -3 | 1 | -5 | -7 | -13 | -8 | -3 | -0.2
CCOc1ncccc1C(=O)Nc1ccccc1N1CCOCC1 | -4 | -2 | 5 | -3 | -17 | 10 | -6 | -22 | -0.3
CCN1C(=S)N[C@@H](c2ccccc2)C(C(=O)OC)=C1C | 0 | -8 | 0 | 10 | -11 | -5 | 7 | -11 | -0.9
CCOc1ccc(CNC23CN4CN(CN(C4)C2)C3)cc1 | 1 | -4 | 2 | -13 | -4 | -2 | 6 | -31 | 0.4
O=[N+]([O-])c1cc(C(F)(F)F)ccc1-n1nnc2ccccc21 | 6 | -10 | -1 | -10 | -4 | -2 | 14 | -6 | 0.8
COc1ccc(N(C)S(=O)(=O)c2cccc(C(=O)Nc3ccc(-n4cnnn4)cc3)c2)cc1 | -13 | 4 | 21 | 29* | 20 | -21 | -1 | -1 | 8.9
O=C(Oc1c(CN2CCOCC2)cc(Cl)c2cccnc12)c1ccc(F)cc1 | 0 | -7 | 1 | -3 | -8 | 3 | -5 | 4 | 0.2
COc1ccc2[nH]c3c(=O)n(CCc4ccccc4)cnc3c2c1 | 9 | -3 | 4 | -14 | -8 | -6 | -2 | -1 | 2.4
NS(=O)(=O)c1ccc(N=Nc2c(O)ccc3ccccc23)cc1 | 6 | -6 | 1 | -12 | -4 | -6 | -3 | -13 | -0.2
O=C(O)c1ccc(CNCc2cccc(Cl)c2Cl)cc1 | 6 | -4 | 2 | -12 | -5 | -9 | -5 | -30 | 0.1
O=C(CNC(=O)c1cccc(F)c1)OCCOc1cccc(Cl)c1 | 12 | -3 | 2 | -16 | 13 | -9 | -8 | 2 | 0.4
O=C(CSc1n[nH]c(-c2ccc(Br)cc2)n1)N1CCOCC1 | 20 | 6 | 2 | 1 | -24 | -1 | -14 | 3 | 0.0
Cc1ccc(C(=O)Nc2ccccc2C(=O)O)cc1S(=O)(=O)Nc1ccc(Br)cc1 | 14 | -3 | -2 | -11 | -25 | -7 | -8 | 7 | -0.7
Cc1cc(Cl)c(S(=O)(=O)N(C)C)cc1OCC(N)=O | 0 | -3 | 1 | 3 | -5 | -17 | 2 | 0 | 0.3
CCc1ccc(N2CC(C(=O)OCC(=O)Nc3ccc([N+](=O)[O-])cc3)CC2=O)cc1 (stereo not given) | 1 | -2 | 4 | 7 | -1 | -9 | -6 | -2 | 0.5
Cc1ccc(Nc2nc3ccccc3[nH]2)nc1 | 16 | -3 | 2 | -19 | -18 | -8 | 0 | -13 | 0.0
CC1(C(=O)NS(=O)(=O)c2cccc(F)c2)CCN1C(=O)Cc1cc(F)ccc1F (stereo not given) | 10 | -3 | -1 | -10 | . | . | -4 | 4 | -0.2
CCCC(=O)N1CC(=O)Nc2ccc(Br)cc2C1c1ccc(F)cc1 (stereo not given) | -6 | -7 | 2 | 6 | -24 | -13 | 0 | -3 | 0.4
Cc1nc2sccn2c(=O)c1S(=O)(=O)Nc1ccc(N2CCN(S(C)(=O)=O)CC2)cc1 | -12 | -5 | 19 | 12 | 7 | -8 | 18 | -1 | 8.9
CCCCNC(=O)C1(C)CCN1C(=O)c1csnn1 (stereo not given) | 12 | 2 | 0 | -18 | . | . | -3 | -4 | 0.1
COc1ccc(-c2csc(C(C)(O)c3cccc(F)c3)n2)cn1 (stereo not given) | -1 | -5 | 5 | -6 | . | . | -14 | 14 | 0.6
C/C=C/C(=O)Nc1nnc(C(C)C)s1 | 1 | 0 | 0 | -27 | 8 | -7 | 1 | 6 | 0.4
CC(=O)OCC1=C(C(=O)O)N2C(=O)C(NC(=O)c3ccc(COc4cccc(Cl)c4Cl)o3)C2SC1 (stereo not given) | 4 | -2 | 0 | -4 | -9 | -9 | 1 | -11 | -0.2
Cc1ccc(/C=C/C2=NN(C)C(=O)CC2)cc1 | 8 | -4 | 10 | 0 | -14 | -11 | -2 | 7 | -0.3
CCCCN(C)C(=O)C1CCN(Cc2cccnc2)CC1 | -5 | -3 | 2 | 13 | -9 | -10 | 2 | 2 | -0.4
O=C(C1=C[C@@H](c2ccc(C(F)(F)F)cc2)C[C@@H](OCCCCO)O1)N1CCN(Cc2ccc3c(c2)OCO3)CC1 | 5 | -4 | 9 | -6 | -18 | -3 | 8 | -10 | 4.2
Cc1ccc(S(=O)(=O)Nc2nc3n(n2)C(c2ccc(Cl)cc2)CC(=O)N3)cc1 (stereo not given) | 11 | -4 | 0 | -15 | -14 | -4 | -6 | -6 | 0.0
CC1CC(C)CN(S(=O)(=O)N2CCC(C(=O)NCCC3=CCCCC3)CC2)C1 (stereo not given) | 11 | -10 | 1 | -3 | -7 | -6 | -2 | -15 | 1.4
CCOC(=O)CN(C(=O)CSc1nnc(C)n1-c1ccccc1)c1cccc([N+](=O)[O-])c1 | 6 | -11 | 1 | 6 | -10 | -11 | 1 | -14 | 0.2
CC(C)(C)c1ccc(OCCCC(=O)NC2=NCCS2)cc1 | 2 | -2 | 5 | 1 | -1 | -18 | 0 | -20 | 2.8
COc1ccc(NC(=O)CN2CCC(NC(=O)c3ccc(OC)cc3)CC2)cc1 | 11 | 0 | 0 | -18 | -19 | -5 | -3 | 0 | -0.1
Cc1ccc(-c2nc3cc(C)c(Br)c(C)n3c2Cc2cccc(F)c2)cc1 | -1 | -7 | 1 | -2 | . | . | -22 | 2 | 0.9
O=C(NNC(=S)NC(=O)c1cccc([N+](=O)[O-])c1)c1ccc(O)cc1 | 8 | -3 | 0 | -9 | -8 | -7 | -11 | -12 | -0.1
CCOC(=O)C1(CC2CCCCO2)CCN(C(=O)Nc2ccc(SC)cc2)CC1 (stereo not given) | 7 | -4 | 2 | 7 | 6 | -6 | 5 | -13 | 2.4
COc1n[nH]c(C(=O)Nc2cc(F)ccc2C)c1[N+](=O)[O-] | 3 | -4 | -2 | -5 | -6 | 2 | 8 | -7 | 0.4

Part of the list above, in markdown.
| SMILES | M1 PAM | CHRM1 agonist | CHRM4 agonist | M1 antag | CHO parental Ca | OXTR potentiator | CHRM4 antagonist | CHO-K1 Ca antag | M1 ag parental |
| --- | --- | --- | --- | --- | --- | --- | --- | --- | --- |
| O=C(NNC(=S)NC(=O)c1cccc([N+](=O)[O-])c1)c1ccc(O)cc1 | 8 | -3 | 0 | -9 | -8 | -7 | -11 | -12 | -0.1 |
| CCOC(=O)C1(CC2CCCCO2)CCN(C(=O)Nc2ccc(SC)cc2)CC1 (stereo not given) | 7 | -4 | 2 | 7 | 6 | -6 | 5 | -13 | 2.4 |
| COc1n[nH]c(C(=O)Nc2cc(F)ccc2C)c1[N+](=O)[O-] | 3 | -4 | -2 | -5 | -6 | 2 | 8 | -7 | 0.4 |

Next part.
SMILES | M1 PAM | CHRM1 agonist | CHRM4 agonist | M1 antag | CHO parental Ca | OXTR potentiator | CHRM4 antagonist | CHO-K1 Ca antag | M1 ag parental
Cc1ccc2c(c1)c1c3n2CCN(CC#N)C3CCC1 (stereo not given) | 6 | -4 | 0 | -5 | -17 | -4 | 10 | -4 | 0.4
CC(C)(C)C(=O)OC/C(N)=N/OC(=O)c1ccc(Cl)c(Cl)c1 | 0 | 0 | 2 | -1 | -16 | -3 | 3 | -7 | 0.2
COc1ccc(NC(=O)NCCCCc2ccccc2)cc1OC | 7 | 1 | 5 | -5 | -11 | -3 | -5 | -1 | 1.9
Fc1ccccc1Cc1ccc(Cl)nn1 | -12 | -7 | 17 | 12 | -12 | -4 | -8 | 4 | 3.6
Cc1ccc(CNC(=O)c2ccc[nH]2)cc1 | 0 | -3 | 0 | 9 | -13 | 0 | 3 | 6 | -0.5
CCCN(CCC)CC(=O)Nc1cccc2c1OCO2 | 12 | -3 | -1 | -12 | 3 | -2 | -5 | -8 | 0.7
COc1ccc(N(C(=O)c2cccnc2)S(=O)(=O)c2ccccc2)cc1 | 2 | -7 | 0 | -2 | -10 | -2 | 0 | 8 | -0.2
Cc1ccc2c(cnn2C(=O)CCC(=O)N2CCCCC2C)c1 (stereo not given) | 3 | -7 | 3 | -10 | -11 | -5 | 2 | -7 | 0.8
C=Cc1ccc(C2=CC(=O)C[C@H](c3ccc(OC)cc3)C2)cc1 | 7 | -3 | 0 | -5 | -23 | -7 | 1 | 1 | -0.4
COc1cc2c(c(OC)c1OC)C(=O)CO2 | -1 | -2 | 1 | -7 | . | . | -2 | -12 | 1.0
CCOC(=O)Cn1c2c(c(=N)c3ccccc31)CCC2 | -4 | -4 | 0 | 20 | 6 | -9 | -15 | 6 | -0.2
CCCCn1c(CN2CCN(c3cccc(Cl)c3)CC2)nc2c1c(=O)[nH]c(=O)n2C | 5 | -4 | 4 | -12 | -15 | -8 | -12 | -15 | 1.8
CCOC(=O)c1ccc(NC(=O)N2CC(C)OC(C)C2)cc1 (stereo not given) | 1 | -4 | 6 | -1 | -10 | -3 | -8 | -36 | 2.2
CC(C)COc1nc2ccccc2c(=O)n1OCC(=O)O | 10 | -4 | 0 | -14 | 3 | -6 | 15 | 1 | 0.1
COc1cc(OC)nc(C(NC(=O)C2CCN(Cc3ccc(Oc4ccccc4)cc3)CC2)c2ccc(F)cc2)n1 (stereo not given) | -3 | -7 | 0 | -5 | . | . | 6 | 8 | -0.2
COc1cc(OC)cc(-c2nc3nc(C)c(CCC(=O)O)c(C)n3n2)c1 | -1 | -1 | 0 | -23 | -8 | -3 | 1 | 2 | 0.2
Cc1ccc(C)c(NCCC#N)c1 | 12 | -5 | 1 | -11 | -17 | -2 | -1 | -9 | -0.1
CC(Oc1ccccc1)C(=O)Nc1nc2c(s1)C(=O)CC(C)(C)C2 (stereo not given) | 3 | 0 | 3 | -11 | -5 | -11 | -7 | -8 | 1.6
